# Screening results from PubChem.
# KCNK9 block: inhibitors of human KCNK9 two-pore domain potassium channel; HEK293 KCNK9, FluxOR thallium flux fluorescence; hits give low values; B-score at 10 µM; Q9NPC2; hit rate 1.2% among 310,000; AID 488922;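 active = ratio B-score over 3 SD below the library mean, with starting fluorescence within 5 SD of its mean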;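 note: negative B-score means less thallium flux so channel inhibition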
# Target sequence (Q9NPC2 whole entry, looked up, the tested form may be a part): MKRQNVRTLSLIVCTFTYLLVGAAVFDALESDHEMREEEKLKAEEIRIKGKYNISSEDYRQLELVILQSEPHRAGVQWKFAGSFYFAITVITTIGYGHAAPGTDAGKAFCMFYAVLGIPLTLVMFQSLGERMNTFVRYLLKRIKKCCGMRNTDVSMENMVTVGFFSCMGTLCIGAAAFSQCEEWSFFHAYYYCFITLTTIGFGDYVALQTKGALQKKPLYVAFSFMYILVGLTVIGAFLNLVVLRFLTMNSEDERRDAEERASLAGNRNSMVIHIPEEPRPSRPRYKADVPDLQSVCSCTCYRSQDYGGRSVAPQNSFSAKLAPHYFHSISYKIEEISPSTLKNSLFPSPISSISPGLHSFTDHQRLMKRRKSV
# GSK3B inh: human GSK3beta kinase inhibition; P49841; GST-GSK3beta kinase, ADP-Glo luminescence, 60 min; hits give low values; activity score (negative = inhibition), % at 10 µM; hit rate 0.038% among 300,000; AID 2097;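 active = more than half of replicate wells score below -50%, meaning over 50% inhibition versus plate controls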;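 note: 0% = median DMSO wells and -100% = median GW8510 positive control wells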
#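 Assay system: GST-tagged human GSK3beta kinase, cell-free; Input: 1.6 ng GSK3beta; Medium: Tris/MgCl2 kinase buffer; Timing: 60 min enzyme reaction, room temperature; Signal: ADP-Glo luminescence quantifying ADP generated by kinase; Evaluation: score relative to plate controls; Benchmarks: DMSO neutral wells and GW8510 at 20 µM as positive.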
# KCNQ1 inh: human KCNQ1 channel inhibition | CHO-K1 KCNQ1, FluxOR thallium flux fluorescence; hits give high values | B-score at 10 µM | hit rate 1.3% among 310,000 | P51787;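 active = compounds whose thallium flux B-score, printed positive for inhibition, exceeds three library SD while starting fluorescence stays within three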;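 note: channel opened by potassium depolarization with thallium stimulus after 20 min compound exposure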
# hERG protect: shields human hERG channel from block by proarrhythmic agents; hit rate 0.51% among 310,000; CHO-hERG, FluxOR thallium flux, dofetilide IC70 present; AID 1511; activation (rescue from dofetilide block), less the hit threshold, % at 10 µM; Q12809;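 active = activation above the mean of controls blocked by dofetilide plus 5 SD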;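 note: thallium influx through hERG after potassium depolarization seen as dye fluorescence rise; in these data hits start at about 4.7%; inactives centre near -7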
# KCNK3 inh: human KCNK3 channel inhibition, primary screen; O14649; B-score at 10 µM; hit rate 0.84% among 340,000; CHO-KCNK3 thallium flux, FluxOR fluorescence; hits give low values;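 active = B-score under library mean minus 4 SD, starting fluorescence ratio at most library mean plus 5 SD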;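 note: more negative B-score means stronger inhibition of thallium flux through KCNK3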
# KCNQ1 act: potentiates or activates the human KCNQ1 potassium channel | P51787 | CHO-K1 KCNQ1, thallium flux FluxOR fluorescence; hits give high values | B-score at 10 µM | hit rate 0.35% among 310,000 | AID 2648;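 active = fluorescence ratio B-score, a plate-corrected score, at least three library SD, with initial intensity B-score within 5 SD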
#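 Test system: CHO-K1 cells stably expressing KCNQ1 / Medium: assay buffer / Also added: depolarizing K+/Tl+ stimulus, K2SO4 and Tl2SO4 each 12.5 mM in 5x stock / Incubation: 90 min dye loading and 20 min compound exposure, both at room temperature / Signal: thallium influx via FluxOR fluorescence, kinetic imaging / Evaluation: B score of baseline-normalized fluorescence ratio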
# GSK3 alpha inh: blocks human GSK-3 alpha kinase; P49840; inhibition, % at 10 µM; AID 2650; ADP-Glo luminescence, 60 min; hit rate 0.1% among 320,000;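 in the data active = inhibition above about 50%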;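 note: GST-tagged GSK-3 alpha with peptide substrate and 25 µM ATP; 0% = DMSO neutral wells and 100% = GW8510 positive control wells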
# Target sequence (P49840 whole entry, looked up): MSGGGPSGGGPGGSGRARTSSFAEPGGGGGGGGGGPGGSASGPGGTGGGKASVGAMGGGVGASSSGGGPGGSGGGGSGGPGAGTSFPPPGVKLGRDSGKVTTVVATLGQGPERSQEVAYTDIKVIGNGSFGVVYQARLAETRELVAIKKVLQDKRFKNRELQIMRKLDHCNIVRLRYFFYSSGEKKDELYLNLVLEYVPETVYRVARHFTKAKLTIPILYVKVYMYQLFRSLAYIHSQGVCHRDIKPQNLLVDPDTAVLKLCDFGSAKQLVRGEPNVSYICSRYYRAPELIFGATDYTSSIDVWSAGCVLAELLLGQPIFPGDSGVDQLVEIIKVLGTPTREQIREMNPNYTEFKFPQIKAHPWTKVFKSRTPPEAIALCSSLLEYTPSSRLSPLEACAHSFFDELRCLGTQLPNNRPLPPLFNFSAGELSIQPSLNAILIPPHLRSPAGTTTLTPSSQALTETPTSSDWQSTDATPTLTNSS
# RGS4 inh: human RGS4 inhibition; HEK293 M3R/RGS4 inducible, Fluo-4 calcium flux; hits give high values; triggered by carbachol at its EC20; B-score at 10 µM; hit rate 0.45% among 310,000; AID 463165;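 active = B-score, a plate-corrected calcium signal, over three deviations above library mean, with baseline fluorescence within five deviations of library mean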;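 note: RGS4 expression induced by doxycycline in cells with stable M3 receptor; B-score is computed from the integrated fluorescence ratio over baseline after carbachol; higher B-score means a larger calcium signal and so more RGS4 inhibition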
# Target sequence (P49798 whole entry, looked up): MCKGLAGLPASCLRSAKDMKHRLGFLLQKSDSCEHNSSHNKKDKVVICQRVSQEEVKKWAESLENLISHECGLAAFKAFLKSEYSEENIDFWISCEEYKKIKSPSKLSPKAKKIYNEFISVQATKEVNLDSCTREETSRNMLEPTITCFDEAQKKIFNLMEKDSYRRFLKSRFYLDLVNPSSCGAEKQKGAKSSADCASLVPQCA
# RGS4 act: RGS4 potentiation or activation; HEK293 M3R/inducible RGS4, carbachol calcium flux Fluo4; hits give low values; B-score at 10 µM; hit rate 0.92% among 310,000; AID 463111;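 active = B-score of the integrated calcium signal more than 4 SD below the library mean, with starting fluorescence not abnormally high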;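 note: negative B-score means reduced calcium response which marks RGS4 activation or potentiation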
#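 Assay system: Inducible-RGS4 HEK293 cells carrying M3 receptor | Schedule: Compound preincubation 20 min at room temperature before agonist | Signal: Kinetic calcium fluorescence imaging with Fluo4-AM dye, 2 µM | Read-out basis: B score from integrated fluorescence ratio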
# Dyrk1A ADPGlo: Dyrk1A (rat) kinase inhibition | Q63470 | ADP-Glo luminescence, NFATc1 peptide | inhibition, % at 12.5 µM | hit rate 0.43% among 310,000 | AID 504441; in the data active = inhibition above about 50%;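 note: plate controls were vehicle with enzyme for no effect and no enzyme for full effect; many of its hits are not listed in these tables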
# PolyA inhibitor: yeast polyadenylation inhibition | S. cerevisiae SKY197-pL101 polyadenylation reporter, beta-gal luminescence; efflux-impaired pdr1/pdr3 knockout yeast; score 100 = 6 SD above DMSO | calls only at 12 µM | hit rate 0.02% among 300,000 | AID 1875;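 active = lowest replicate activity score at least 50, where 100 means six control SD above control mean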;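 note: yeast exposed to compound for 9 h at 30 °C; higher score means more reporter readthrough which indicates perturbed polyadenylation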
# * hit, by the source's call; i = inactive; / = no result given. This is a subset; rates above refer to the full screens.
# Order of results – KCNK9 block, GSK3B inh, KCNQ1 inh, hERG protect, KCNK3 inh, KCNQ1 act, GSK3 alpha inh, RGS4 inh, RGS4 act, Dyrk1A ADPGlo, PolyA inhibitor
> COc1ccc(CCNCc2c(-c3ccccc3)n(C)c3ccccc23)cc1
  i, -4, 7*, -25, i, i, 3, i, i, 2, i
> CN(C)c1nc(-c2ccccc2)cc(C(F)(F)F)c1C#N
  i, 0, i, -10, i, i, -2, i, i, 10, i
> CCC(C)(C)c1ccc(OC(=O)c2cccnc2Cl)cc1
  i, 0, i, -3, i, i, -2, i, i, -4, i
> N#CC1(NC(=O)COc2ccc3oc4ccccc4c3c2)CCCCC1
  i, 1, i, -5, i, i, -1, i, i, 2, i
> CC(C)(C)NC(=O)C(c1ccc(O)cc1)N(C(=O)CCC(=O)Nc1nccs1)c1ccc(F)cc1 (stereo not drawn)
  i, 2, i, -4, i, i, 1, i, i, -2, i
> CC1CCCN(C(=O)COc2ccc3c(c2)OCO3)C1 (stereo not drawn)
  i, 1, i, -6, i, i, 0, i, i, /, i
> CCCCOc1ccc(Cl)cc1CSc1nncn1N
  i, 0, i, -15, i, i, 2, i, i, -2, i
> Cc1cc(Oc2nc3ccccn3c(=O)c2/C=C(\C#N)C(=O)NC2CCS(=O)(=O)C2)ccc1Cl (stereo not drawn)
  i, /, i, -12, i, i, -2, i, i, 0, i
> O=C(CSc1nnc(CNc2ccc(Cl)cc2)n1Cc1ccccc1)NCc1ccco1
  i, 1, i, -8, i, i, -1, i, i, 18, i
> CCOC(=O)c1ncn2c1C(=O)OC2(C)C
  i, 1, i, -10, i, i, -1, i, i, -14, i
> CCc1cc2cccc(C)c2nc1SCC(=O)NC1CCCC1
  -9*, -1, i, -5, -11*, i, -1, i, i, -3, i
> CCOc1ccc(/C=N/NC(=O)NC23CC4CC(CC(C4)C2)C3)cc1O
  i, -4, 9*, -21, i, i, 5, i, i, 0, i
> CC(C)CNC(=O)CCc1nc(-c2ccccc2)no1
  i, -1, i, -3, i, i, -2, i, i, -1, i
> CC(=O)Nc1ccc(SCC(=O)OCC(=O)NC(=O)NCCC(C)C)cc1
  i, 2, i, -1, i, i, -1, i, i, 5, i
> Cc1nc2c(-c3ccc(F)cc3)c(C)nn2c(C)c1CCC(=O)N1CCOCC1
  i, 0, i, -7, i, i, -4, i, i, 2, i

# Continued:
# Order of results – KCNK9 block, GSK3B inh, KCNQ1 inh, hERG protect, KCNK3 inh, KCNQ1 act, GSK3 alpha inh, RGS4 inh, RGS4 act, Dyrk1A ADPGlo, PolyA inhibitor
> Cc1cccc(NC(=O)c2cccc(S(=O)(=O)N3CCc4ccccc4C3)c2)n1
  i, 3, i, -13, i, i, -2, i, i, 3, i
> CC(C)(C)c1nc(N)nc(=O)[nH]1
  i, 1, i, -5, i, i, -3, i, i, -8, i
> N/C(=N\OC(=O)/C=C/c1ccccc1)c1cccnc1
  i, -1, i, -7, i, i, 2, i, i, 7, i
> NC(=O)C(c1ccc(F)cc1)c1ccc(C(=O)c2ccccc2)cc1 (stereo not drawn)
  i, 2, i, -19, i, i, 0, i, i, -12, i
> CC(Oc1ccc2c(-c3ccccc3)cc(=O)oc2c1)C(=O)NC(Cc1c[nH]c2ccc(O)cc12)C(=O)O (stereo not drawn)
  i, 0, i, -8, i, i, -4, i, i, 2, i
> CCN1CCN(c2ccc(S(=O)(=O)N3CCCCC3)cc2NC(=O)COc2cc(C)ccc2Cl)CC1
  i, -2, i, -14, i, i, 1, i, i, 7, i
> CCOC(=O)Cc1csc(SCC(=O)Nc2cc(Cl)ccc2Oc2ccccc2)n1
  i, 2, 11*, -11, i, i, 1, i, i, -3, i
> CC(=O)N1CCN(c2ccccc2NC(=O)c2cc(Br)ccc2Cl)CC1
  i, 1, i, -8, i, i, 0, i, i, -4, i
> CCCC(C(=O)NC1=NCCS1)c1ccccc1 (stereo not drawn)
  i, 2, i, -11, i, i, -2, i, i, -5, i
> Cc1ccc(CN2CCN(Cc3cc(=O)c4ccccc4[nH]3)CC2CCO)o1 (stereo not drawn)
  i, -3, i, -8, i, i, 0, i, i, 1, i
> CC1(C)CC(C(CC(=O)N2CCCC2)Cc2ccccc2)CCO1 (stereo not drawn)
  i, 6, i, -9, i, i, -4, i, i, 5, i
> COc1ccc(C2CC(c3cccs3)=NN2C(=O)c2ccccc2)cc1OC (stereo not drawn)
  i, 4, i, -7, i, i, -2, i, i, 0, i
> C=CCn1cc(C(=O)N2CCN(CC)CC2)c(=O)c2cc(S(=O)(=O)N(CC)CC)ccc21
  i, 1, i, -3, i, i, -2, i, i, -7, i
> Cc1ccc(OC(=S)Nc2ccc(F)cc2)cc1
  i, -2, i, -9, i, i, 1, i, i, -11, i
> COc1cc(OC)c2c(c1C(CCN1CCOCC1)c1ccc(N(C)C)cc1)OC(=O)CC2c1ccc(N(C)C)cc1 (stereo not drawn)
  i, -3, i, -10, i, i, 2, i, i, 6, i

# The list continues:
# Order of results – KCNK9 block, GSK3B inh, KCNQ1 inh, hERG protect, KCNK3 inh, KCNQ1 act, GSK3 alpha inh, RGS4 inh, RGS4 act, Dyrk1A ADPGlo, PolyA inhibitor
> O=C(O)c1cccc(NS(=O)(=O)c2ccc(-c3ccc(S(=O)(=O)Nc4cccc(C(=O)O)c4)cc3)cc2)c1
  i, 2, i, -8, i, i, -6, i, i, 3, i
> COc1cc(OC)cc(C(=O)NC2=NCCS2)c1
  i, 0, i, -9, i, i, -2, i, i, 1, i
> Cc1c(NC(=S)N/N=C/c2ccc(Br)cc2)c(=O)n(-c2ccccc2)n1C
  i, -1, i, -5, i, i, 0, i, i, -2, i
> CCOc1ccccc1N=Nc1c(C)[nH]n(-c2ccccc2)c1=O
  i, -1, i, -1, i, i, 0, i, i, -1, i
> COCCCn1c(CCC(=O)O)ccc1-c1ccc(F)cc1
  i, 0, i, -9, i, i, -2, i, i, -7, i
> O=C(Cc1ccc(F)cc1)N1CCN=C1SCc1ccc([N+](=O)[O-])cc1
  i, -9, i, -6, i, i, -2, i, i, -1, i
> COc1ccc(/C=C2\SC(=S)N(C(C)C(=O)NC3C=CS(=O)(=O)C3)C2=O)cc1 (stereo not drawn)
  i, -2, i, -12, i, i, -2, i, i, 77*, i
> CCOC(=O)Cc1nnc(Nc2ccc(C)cc2)c2ccccc12
  i, -1, i, -4, i, i, 1, i, i, 7, i
> Cc1cc(-n2c(SCc3ccccc3F)nc3n[nH]c(C)c3c2=N)ccc1Cl
  i, 2, i, -9, i, i, -2, i, i, /, i
> S=C(NCc1ccccc1)NCc1ccccn1
  i, -5, i, -12, i, i, 0, i, i, -9, i
> Cn1c(SCC(=O)Nc2ccc(NC(=O)c3ccccc3)cc2)nnc1-c1ccncc1
  i, 1, i, -2, i, i, -2, i, i, 4, i
> COc1cccc(/C=N/NC(=O)CNC(=O)COc2cccc(C)c2)c1O
  i, 3, i, -10, i, i, -5, i, i, -1, i
> COC(=O)c1nc(NC(=O)c2ccccc2Cl)n[nH]1
  i, 3, i, -7, i, i, -1, i, i, 5, i
> COc1ccc(N2CCN(C(=O)CCS(=O)(=O)c3ccc4c(c3)NC(=O)C(C)S4)CC2)cc1 (stereo not drawn)
  i, -4, i, -6, i, i, -1, i, i, 2, i
> CN1CN(C)C(c2ccncc2)=C1c1ccncc1
  i, -2, i, -5, i, i, 7, i, i, 0, i

# The final five entries of the part before open the next one:
# Order of results – KCNK9 block, GSK3B inh, KCNQ1 inh, hERG protect, KCNK3 inh, KCNQ1 act, GSK3 alpha inh, RGS4 inh, RGS4 act, Dyrk1A ADPGlo, PolyA inhibitor
> Cn1c(SCC(=O)Nc2ccc(NC(=O)c3ccccc3)cc2)nnc1-c1ccncc1
  i, 1, i, -2, i, i, -2, i, i, 4, i
> COc1cccc(/C=N/NC(=O)CNC(=O)COc2cccc(C)c2)c1O
  i, 3, i, -10, i, i, -5, i, i, -1, i
> COC(=O)c1nc(NC(=O)c2ccccc2Cl)n[nH]1
  i, 3, i, -7, i, i, -1, i, i, 5, i
> COc1ccc(N2CCN(C(=O)CCS(=O)(=O)c3ccc4c(c3)NC(=O)C(C)S4)CC2)cc1 (stereo not drawn)
  i, -4, i, -6, i, i, -1, i, i, 2, i
> CN1CN(C)C(c2ccncc2)=C1c1ccncc1
  i, -2, i, -5, i, i, 7, i, i, 0, i
> Nc1nonc1-n1nnc(C(=O)N/N=C/c2cc(Br)ccc2O)c1CSC1=NCCS1
  i, 0, i, -9, i, i, 1, i, i, 4, i
> CC(C)c1ccc(/C=C2\NC(=S)N(Cc3cccnc3)C2=O)cc1
  i, 2, i, -1, i, i, -1, i, i, -3, i
> CSc1oc(-c2ccco2)nc1S(=O)(=O)c1ccc(F)cc1
  i, 2, i, -9, i, i, 0, i, i, 3, i
> COc1ccc2c(c1)OC1(C)CC2C(C(=O)c2ccccc2OC)C(=O)N1 (stereo not drawn)
  i, 0, i, -6, i, i, -2, i, i, 1, i
> COc1ccc(NC(=O)CSc2nc3ncccc3[nH]2)cc1OC
  i, 1, i, -12, i, i, 1, i, i, -2, i
> COc1ccc(CCNC(=O)c2ccc3c(c2)NC(=O)CS3)cc1OC
  i, 1, i, -4, i, i, -4, i, i, /, i
> Cc1nc2[nH]c(=S)n(C)c(=O)c2nc1C
  i, 2, i, -8, i, i, -1, i, i, 1, i
> COc1ccc(S(=O)Cc2ccc(C(=O)NCc3cccc(OC)c3)o2)cc1 (stereo not drawn)
  i, 0, i, -8, i, i, 2, i, i, 1, i
> COC(=O)c1cccc(NC(=O)CN2CCN(c3ccc(OC)cc3)CC2)c1
  i, 1, i, -5, i, i, -4, i, i, 2, i
> O=C(c1cc(COc2c(F)cccc2F)on1)N1C[C@H]2CC[C@H]1C2
  i, -5, i, -5, i, i, -3, i, i, -7, i
> COc1cccc(OC)c1C(=O)Nc1ccc(N2CCCC2)cc1
  i, 0, i, -5, i, i, -6, i, i, 3, i
> CN(c1ccccc1)S(=O)(=O)c1cc(C(=O)c2nccn2C)ccc1Cl
  i, 2, i, -6, i, i, -2, i, i, -1, i
> COc1cccc(NC(=S)N(CCCN2CCOCC2)C(C)c2cc3cccc(OC)c3o2)c1 (stereo not drawn)
  i, 5, i, -9, i, i, 1, i, i, 9, i
